Compound activity: PubChem, several laboratories
PvdQ acylase = P. aeruginosa PvdQ acylase inhibitors, primary screen, biochemical, fluorescence, plate reader and imaging, single point | purified PvdQ acylase | 0.063% of 340,000 active | PvdQ acylase [Pseudomonas aeruginosa LESB58] | inhibition, % at 10 µM; in the data active = inhibition above about 30%, passing the limit was not always enough;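 note: 0% = vehicle neutral wells and 100% = reference inhibitor wells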
NSD2 inh = NSD2 histone methyltransferase inhibitors, primary screen, biochemical, AlphaScreen, single concentration, set 2 | NSD2 peptide methylation, 120 min | inhibition, % at 12.5 µM | 0.54% of 310,000 active | AID 743445, 2014; in the data active = inhibition above about 50%
RTF Ca sens inh = cardiac RTF calcium sensitivity inhibitors, primary screen, biochemical, IANBD-TnC fluorescence, EC70 calcium | IANBD-labeled cardiac RTF, Ca2+ fluorescence | 0.12% of 340,000 active | Troponin I, cardiac muscle (Homo sapiens) + Troponin T, cardiac muscle (Homo sapiens) + … | inhibition, % at 7.15 µM;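 active = inhibition above the mean inhibition of all tested compounds plus 3 SD, cut at about 17% in these data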;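 note: assay run at fixed EC70 calcium of 1.6 mM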
Keap1-Nrf2 PPI = Keap1-Nrf2 protein-protein interaction inhibitors, primary screen, biochemical, fluorescence polarization, single point. Kelch-like ECH-associated protein 1 (Homo sapiens), Q14145. 0.15% of 340,000 active. inhibition, % at 9.4 µM. Keap1 Kelch-Nrf2 peptide fluorescence polarization, 1536-well; in the data active = inhibition above about 12%;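 note: human Keap1 Kelch domain with fluorescein labeled Nrf2 9mer peptide probe; 0% = neutral control wells and 100% = peptide positive control; higher means more block of Keap1 binding to Nrf2 peptide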
Arrestin-AP2 inh = inhibitors of beta-arrestin/AP2 binding, primary screen, biochemical, GPCR trafficking, flow cytometry | FITC-arrestin peptide / GST-AP2 beads; AP2 beta2 appendage carries R879A mutation | AID 504490, 2011 | 0.31% of 340,000 active | inhibition, % at 10 µM;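 active = inhibition above a set limit, near 3 SD of compounds lacking own fluorescence, cut at about 54% in these data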;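 note: plate controls were DMSO wells for no effect and 5 µM unlabelled arrestin peptide for full effect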
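System: GST-AP2 R879A glutathione beads; medium: PBS, Tween 20 0.05%, BSA 0.1%; reagent: fluorescein-tagged arrestin peptide at 50 nM final; schedule: pre-incubation 12 min, peptide binding 1 h, room temperature; detection: flow cytometry, FL1 (488/535 nm); read-out: inhibition as reduced fluorescein signal on beads, percent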
PKA-R2B act = activators of PKA-R2B holoenzyme, primary screen, biochemical, fluorescence polarization, Cy5-IP20, human. 0.079% of 340,000 active. cAMP-dependent protein kinase catalytic subunit beta (Homo sapiens) + cAMP-dependent …. AID 504700, 2011. activation, % at 11.4 µM. PKA-R2B holoenzyme dissociation; R2B truncated from residue 108, S112A mutant; 0% DMSO only, 100% 113 µM cGMP;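 active = activation above a cutoff set at the mean over all compounds plus 3 SD, cut at about 18% in these data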;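 note: higher means more holoenzyme dissociation and a rise in polarization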
Target sequence (P31323 whole entry, looked up, other chains not shown, the tested form may be a part): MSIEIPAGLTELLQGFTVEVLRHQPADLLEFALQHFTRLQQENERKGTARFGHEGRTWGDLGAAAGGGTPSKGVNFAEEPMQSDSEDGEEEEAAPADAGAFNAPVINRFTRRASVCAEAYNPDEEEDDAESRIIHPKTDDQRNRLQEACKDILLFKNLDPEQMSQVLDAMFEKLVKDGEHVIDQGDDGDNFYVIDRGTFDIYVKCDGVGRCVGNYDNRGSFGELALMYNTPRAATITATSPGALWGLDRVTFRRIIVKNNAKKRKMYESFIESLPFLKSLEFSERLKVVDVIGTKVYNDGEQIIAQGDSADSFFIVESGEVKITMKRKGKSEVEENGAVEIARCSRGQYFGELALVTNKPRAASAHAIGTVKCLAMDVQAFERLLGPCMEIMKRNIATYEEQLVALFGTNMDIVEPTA
DAGLB inh = DAGLB lipase inhibitors, primary screen, biochemical, fluorescence, HTS; inhibition, % at 5.17 µM; HEK293T DAGLB membrane lysate, EnzChek fluorogenic substrate; 0.059% of 340,000 active; Diacylglycerol lipase-beta (Homo sapiens), Q8NCG7; in the data active = inhibition above about 34%;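 note: 0% = enzyme with vehicle and 100% = wells lacking enzyme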
C-LANA FP = inhibitors of KSHV C-LANA binding to DNA, primary screen, biochemical, fluorescence polarization, FAM-LBS DNA, MBP-C-LANA, single point; AID 504423, 2011; inhibition, % at 9 µM; Kaposi's sarcoma herpesvirus LANA C-terminal domain (residues 932-1162) DNA binding; 0.078% of 340,000 active;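 active = highest replicate inhibition at or above 60% at 9 µM, even if other replicates fall short; inactive = all replicates below 60% inhibition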;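 note: 0% = neutral control wells and 100% = 4 µM acridine orange control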
SR-BI HDL uptake = inhibitors of SR-BI mediated HDL lipid uptake, primary screen, ldlA[mSR-BI] cells, fluorescence, single point. Scavenger receptor class B member 1 (Mus musculus), Q61009. ldlA[mSR-BI] CHO cells, DiI-HDL uptake fluorescence, 3 h. 0.96% of 320,000 active. inhibition, % at 12.5 µM;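 active = mean replicate inhibition of at least 70% and a set share of replicates each scoring 70 or more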;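 note: 0% = median of neutral control wells and 100% = median of positive control wells; values of inactives mirror those of a sister screen read the other way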
Target sequence (Q61009 whole entry, looked up): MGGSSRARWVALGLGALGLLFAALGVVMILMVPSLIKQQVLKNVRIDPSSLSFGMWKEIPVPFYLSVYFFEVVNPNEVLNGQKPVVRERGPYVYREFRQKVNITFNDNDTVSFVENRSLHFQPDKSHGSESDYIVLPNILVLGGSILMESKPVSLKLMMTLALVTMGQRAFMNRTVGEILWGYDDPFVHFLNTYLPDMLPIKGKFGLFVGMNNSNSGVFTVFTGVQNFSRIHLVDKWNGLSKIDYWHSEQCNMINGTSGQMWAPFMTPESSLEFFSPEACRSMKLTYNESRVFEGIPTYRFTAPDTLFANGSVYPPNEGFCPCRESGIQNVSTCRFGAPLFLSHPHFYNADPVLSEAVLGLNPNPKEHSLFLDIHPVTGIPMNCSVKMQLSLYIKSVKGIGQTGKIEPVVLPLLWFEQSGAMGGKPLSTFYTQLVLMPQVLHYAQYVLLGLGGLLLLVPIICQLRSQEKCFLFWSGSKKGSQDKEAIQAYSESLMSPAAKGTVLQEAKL
SR-BI DiI-HDL act = activators of SR-BI mediated DiI-HDL uptake, primary screen, ldlA[mSR-BI] CHO cells, DiI fluorescence; AID 504775, 2011; activation, % at 12.5 µM; 3 h; 100 = double the neutral-control signal; 0.096% of 320,000 active;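 active = mean replicate activation of at least 60% and every replicate at or above 60%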;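 note: 0% = median plate neutral-control signal and 100% = twice that signal; values of inactives mirror those of a sister screen read the other way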
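Test system: SR-BI-overexpressing, LDLR-lacking CHO cells; Also added: labelled HDL, 10 µg/mL; Measured by: bottom-read cell fluorescence after medium removal, ex 550/em 595 nm; Timing: 3 h uptake period with compound, 37 °C; Buffer or medium: F12, 0.5% BSA, 25 mM HEPES; Doses: single compound concentration, delivered by pin transfer.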
Active calls of the source: *; · = no result given.

no.	Structure	SR-BI DiI-HDL act	RTF Ca sens inh	Arrestin-AP2 inh	PKA-R2B act	SR-BI HDL uptake	NSD2 inh	Keap1-Nrf2 PPI	C-LANA FP	DAGLB inh	PvdQ acylase
1	CCc1c(C)c(C#N)c2nc3ccccc3n2c1NCc1ccco1	-8	-5	-15	-2	8	-10	-10	-1.8	1	-6
2	CN(C(=O)CSc1nc2cc(Cl)ccc2c(=O)n1Cc1ccco1)C1CCS(=O)(=O)C1 (centres undefined)	4	-10	4	-3	-4	10	-1	0.8	0	-4
3	Cc1ccc(-c2nn(-c3ccc(F)cc3)cc2C(=O)N(C)CC(=O)Nc2ccc(N3CCOCC3)cc2)cc1	-58	-19	11	-4	58	-2	2	1.5	2	-6
4	CCOc1ccc(N(CC(=O)Nc2ccc(C)c(C)c2)S(=O)(=O)c2c(C)noc2C)cc1	-45	-8	5	-6	45	·	2	0.1	-7	-10
5	CCCCCCCCNc1nc(Cl)nc(NCc2ccco2)n1	15	-1	-14	12	-15	-1	5	-1.8	1	-11
6	O=C(COC(=O)/C=C/c1ccc(F)cc1)Nc1ccccc1-c1ccccc1	-1	-4	2	3	1	-2	3	0.3	-10	-5
7	Cc1noc(C)c1C(=O)N1CCC2(CC1)Oc1ccc(F)cc1C(=O)C21CC(c2ccc(Cl)cc2)=NO1 (centres undefined)	-26	-1	0	-2	26	·	-6	0.8	-2	-22
8	CCOC(=O)C(=O)NNc1ccc(C)cc1	-1	-9	-2	10	1	2	-1	-0.1	1	-15
9	CCOC(=O)N1CCN(Cc2ccccc2Cl)CC1	3	-6	4	1	-3	-1	15*	-2.2	0	-4
10	COc1ccc(N2C(=O)CC(N(Cc3ccco3)C(=O)CCC(=O)O)C2=O)cc1 (centres undefined)	7	4	-13	-3	-7	0	-4	-0.4	4	-10
11	CCc1ccc(-c2nc(CS(=O)CC(=O)NC3CCCCCC3)c(C)o2)cc1 (centres undefined)	-8	0	0	-8	8	6	-8	1.2	0	-10
12	O=C(NCc1ccco1)NCC(F)(F)F	19	-3	3	-10	-19	-3	-1	4.2	-1	-6
13	CC(NC(=O)c1cc(=O)[nH]c2ccccc12)c1ccc(F)cc1F (centres undefined)	·	1	17	0	·	18	-1	0.5	1	1
14	CS(=O)(=O)N1CCCC(C(=O)c2cccc(Cl)c2)C1 (centres undefined)	14	9	14	1	-14	-2	-2	0.7	0	1
15	COc1ccc2oc(C(=O)Nc3ccccc3N3CCOCC3)c(C)c2c1	-35	-1	14	-3	35	2	-1	0.8	-9	4
16	CSc1ncccc1C(=O)OCC(=O)Nc1ccc(Cl)cn1	55	-2	-2	-10	-55	0	-1	-2.8	-6	-13
17	CC(=O)N1CCN=C1SCc1cccc(Cl)c1	0	0	28	-3	0	-3	2	0.0	-1	3
18	COc1ccc(OCC(=O)NNC(=O)c2ccccc2OCc2c(C)noc2C)cc1	-2	-3	22	-9	2	-3	3	-0.5	-3	0
19	CCC(=O)N1CCN(c2ccc(NC(=S)NC(=O)c3cc4ccccc4o3)cc2)CC1	-7	4	-1	-2	7	1	0	-0.7	2	-2
20	COc1cc(C(=O)Nc2sc(C(=O)N3CCOCC3)c(C)c2C#N)cc(OC)c1OC	21	-2	21	-1	-21	6	-1	0.0	-2	5
21	COc1ccc(CC2=C(O)c3ccccc3C(=O)C2=O)cc1	34	-3	6	5	-34	2	0	-0.8	6	-5
22	CC(Oc1ccccc1Cl)C(=O)N(Cc1ccco1)C1CCS(=O)(=O)C1 (centres undefined)	0	-2	-1	-10	0	0	1	0.5	0	0
23	Cc1ccc(NC(=O)Cn2c(O)c(N=NC(N)=S)c3ccccc32)cc1	-20	-5	35	4	20	-1	1	-1.0	12	-3
24	O=C(c1ccco1)N1CCN(c2nc3ccccc3c(=O)n2-c2ccccc2)CC1	·	-9	-1	-6	·	1	-1	-0.5	1	-25
25	O=C(CS(=O)(=O)Cc1ccccc1)N1CCN(Cc2ccc3c(c2)OCO3)CC1	11	3	-2	9	-11	2	-4	-2.1	-1	-10
26	COc1ccc(C(=O)NCCC2=CCCCC2)cc1	·	9	4	4	·	-1	-2	-0.7	-2	0
27	Cc1cccc(N(C(=O)CCC(=O)Nc2nccs2)C(C(=O)NC(C)(C)C)c2ccc(O)cc2)c1 (centres undefined)	-4	-5	-2	1	4	·	0	2.0	-2	-23
28	CCOC(=O)COc1cnc2ccccc2n1	6	-1	2	11	-6	-2	3	-0.3	0	-10
29	CN(C)Cc1c(C(=O)N/N=C/c2cccc(OCc3ccc(F)cc3)c2)nnn1-c1nonc1N	-19	8	21	-10	19	5	-4	0.4	-3	1
30	O=c1[nH]ncn1-c1ccc(Br)cc1	26	0	5	0	-26	14	3	0.4	-2	-12
31	Cc1cccc(NC(=S)NC2CCCCC2)n1	-3	-6	-37	2	3	0	-1	-0.1	0	-6
32	CCOC(=O)/C(C#N)=C(\N)C(C)C(=O)Nc1ccccn1 (centres undefined)	41	-4	-9	-1	-41	0	4	0.9	1	-8
33	OCC1CCCCN1C(=S)Nc1ccc(Cl)cc1Cl (centres undefined)	-2	-2	-1	-18	2	-6	-1	0.1	-2	2
34	Cc1ccc(C(=O)N2CCN(C34CC5CC(CC(C5)C3)C4)CC2)o1	34	-2	-11	-2	-34	·	-2	1.6	0	-3
35	Cc1ccc(-n2nc3cc(C)c(N)cc3n2)cc1	-43	-1	35	-1	43	-1	-2	-0.7	0	-8
36	Cc1cc(NC(=O)c2ccc(Cl)cc2)ccc1NC(=O)c1ccccc1Cl	-54	-6	14	-2	54	15	-3	1.0	-4	13
37	CCOc1ccc(N2C(=O)Nc3ccccc3C2(O)C(=O)NCc2ccc3c(c2)OCO3)cc1 (centres undefined)	-14	-6	6	-5	14	-2	-3	1.5	-1	-2
38	CCN1C(=O)[C@H]2[C@H]3CN=C(SC)N3[C@@](CC)(C(=O)OC)[C@H]2C1=O	8	-1	11	-4	-8	·	-1	-1.2	-1	-13
39	O=C(c1ccc(Cl)cc1[N+](=O)[O-])N1CCc2ccccc2C1	-1	-24	-2	-6	1	0	-4	0.1	0	-6
40	Cc1ccc(/C=C/c2onc(C)c2S(=O)(=O)N2CCC(C(=O)N3CCN(C)CC3)CC2)cc1	17	-13	32	-6	-17	21	-2	-0.6	0	-1
41	CCOc1ccc(N(CC(=O)NCc2ccccc2)C(=O)CCC(=O)Nc2nccs2)cc1	3	6	13	-5	-3	1	-1	5.6	0	-3
42	CN(C)CCCOC(=O)c1ccc(Cl)cc1	10	-11	23	-5	-10	8	-2	-5.8	-1	-18
43	CCNC(=S)N1CCC(Cc2ccccc2)CC1	-20	-1	-8	-8	20	7	1	-0.1	-3	-2
44	CC(=O)Nc1cccc(/C(C)=N/NC(N)=S)c1	-82	-14	21	-9	82*	0	2	0.3	5	-4
45	CC(=O)N1c2ccc(S(=O)(=O)NCCC(=O)NCc3ccc(F)cc3)cc2CC1C (centres undefined)	-11	4	1	-3	11	·	0	0.6	1	-1
46	C=C(C)[C@@H]1CCC2(C(=O)O)CC[C@]3(C)[C@H](CC[C@@H]4[C@@]5(C)CCC(=O)C(C)(C)[C@@H]5CC[C@]43C)[C@@H]12 (some centres undefined)	32	-1	1	-7	-32	·	1	-0.6	-2	-9
47	FC(F)(F)c1nnc2ccc(Cl)nn12	8	-11	14	-2	-8	-3	2	-3.7	1	-9
48	CC(C)OC(=O)c1cn(-c2ccccc2)nc1-c1ccc2c(c1)OCCO2	-24	-3	1	-7	24	-1	2	0.1	-12	-8
49	O=C(/C=C/c1ccco1)NCCc1ccc(F)cc1	·	-1	22	-1	·	5	2	-1.4	2	-6
50	Cc1ccnc(N/C=C(\C#N)c2nc(-c3cccc(Br)c3)cs2)c1	-48	-156	-1	5	48	1	-5	0.7	-131	-4

Two of the compounds above, field by field:
[47] FC(F)(F)c1nnc2ccc(Cl)nn12
  SR-BI DiI-HDL act: 8 | RTF Ca sens inh: -11 | Arrestin-AP2 inh: 14 | PKA-R2B act: -2 | SR-BI HDL uptake: -8 | NSD2 inh: -3 | Keap1-Nrf2 PPI: 2 | C-LANA FP: -3.7 | DAGLB inh: 1 | PvdQ acylase: -9

[48] CC(C)OC(=O)c1cn(-c2ccccc2)nc1-c1ccc2c(c1)OCCO2
  SR-BI DiI-HDL act: -24 | RTF Ca sens inh: -3 | Arrestin-AP2 inh: 1 | PKA-R2B act: -7 | SR-BI HDL uptake: 24 | NSD2 inh: -1 | Keap1-Nrf2 PPI: 2 | C-LANA FP: 0.1 | DAGLB inh: -12 | PvdQ acylase: -8

Quoted from the listing:
Value of OCC1CCCCN1C(=S)Nc1ccc(Cl)cc1Cl (centres undefined) under SR-BI DiI-HDL act: -2
Value of CC(C)OC(=O)c1cn(-c2ccccc2)nc1-c1ccc2c(c1)OCCO2 under DAGLB inh: -12
Value of CN(C)CCCOC(=O)c1ccc(Cl)cc1 under PvdQ acylase: -18
